MazF activator = MazEF (E. coli) toxin RNase activation; P0AE70; FAM/BHQ RNA-DNA oligo cleavage fluorescence, 5 h; activation, % at 20 µM; 350,000 tested, 0.32% active; in the data active means activation above about 50%
Target sequence (P0AE70 whole entry, looked up): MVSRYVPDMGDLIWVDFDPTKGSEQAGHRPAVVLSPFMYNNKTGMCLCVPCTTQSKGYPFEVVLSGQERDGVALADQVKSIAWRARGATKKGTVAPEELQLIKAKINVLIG
BoNT A protease = BoNT A light chain protease inhibition. 360,000 tested, 0.17% active. AID 588499. inhibition, % at 10 µM. multiplex microsphere protease substrate cleavage, flow cytometry; further: plate controls were buffer without enzyme for full effect and enzyme alone for no effect
CCHFV vOTU inh = blocks the CCHF virus ovarian tumor domain protease | CCHFV vOTU protease, Pep-AMC fluorescence | inhibition, % at 11.5 µM | 370,000 tested, 0.55% active; in the data active means inhibition above about 30%; further: 0% = vehicle wells with enzyme and 100% = no enzyme wells
SARS 3CLpro inh = SARS-CoV 3CLpro protease inhibition | recombinant SARS-CoV 3CLpro, quenched FRET peptide cleavage | 290,000 tested, 0.14% active | P0C6X7 | inhibition, % at 6 µM; in the data active means inhibition above about 12%
Rv3671c inh = Rv3671c (M. tuberculosis) protease inhibition; inhibition, % at 5.96 µM; P9WHR9; 320,000 tested, 0.048% active; in the data active means inhibition above about 38%;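 further: extracellular domain of Rv3671c used as enzyme; 0% = enzyme with DMSO and 100% = no enzyme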
Target sequence (P9WHR9 whole entry, looked up, the tested form may be a part): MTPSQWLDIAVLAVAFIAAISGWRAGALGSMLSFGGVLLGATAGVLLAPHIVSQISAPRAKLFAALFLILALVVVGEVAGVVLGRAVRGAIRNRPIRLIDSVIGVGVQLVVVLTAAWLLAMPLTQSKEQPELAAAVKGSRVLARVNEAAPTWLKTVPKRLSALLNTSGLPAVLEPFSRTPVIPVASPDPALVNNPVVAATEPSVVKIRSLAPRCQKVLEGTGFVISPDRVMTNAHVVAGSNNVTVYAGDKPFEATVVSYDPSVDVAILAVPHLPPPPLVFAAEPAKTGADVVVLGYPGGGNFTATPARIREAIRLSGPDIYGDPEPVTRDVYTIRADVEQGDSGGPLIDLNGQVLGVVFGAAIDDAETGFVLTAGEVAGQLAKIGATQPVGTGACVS
Anthrax LF prot = blocks Bacillus anthracis lethal factor protease. inhibition, % at 10 µM. 360,000 tested, 0.12% active. multiplex microsphere protease cleavage assay, LF. P15917. AID 588501; further: plate controls were buffer without enzyme for full effect and enzyme alone for no effect
VHR inh abs = inhibitors of human VHR1 phosphatase (DUSP3). inhibition, % at 13.3 µM. AID 1654. 290,000 tested, 0.52% active. recombinant VHR phosphatase, pNPP absorbance; in the data active means inhibition above about 50%; further: some compounds called inactive have numbers as strong as hits
Target sequence (P51452 whole entry, looked up): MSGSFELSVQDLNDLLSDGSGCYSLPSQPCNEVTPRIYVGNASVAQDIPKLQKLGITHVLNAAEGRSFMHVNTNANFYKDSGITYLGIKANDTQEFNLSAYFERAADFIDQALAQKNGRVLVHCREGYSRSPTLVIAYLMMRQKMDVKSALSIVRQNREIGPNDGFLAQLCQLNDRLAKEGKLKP
PrPC TRFRET = reduces human prion protein on the cell surface; P04156; cell surface PrPC, TR-FRET read-out; inhibition, % at 13.8 µM; 370,000 tested, 0.43% active; AID 720596; in the data active means inhibition above about 24%; further: 0% = median of the test wells and 100% = reference compound wells
BoNT-F LC inh = BoNT F light chain protease inhibition. Multiplex microsphere protease cleavage assay, flow cytometry. inhibition, % at 10 µM. 360,000 tested, 0.22% active. AID 588497; in the data active means inhibition above about 35%, passing the limit was not always enough; inconclusive means no clear call, values can overlap the other calls; further: plate controls were buffer without enzyme for full effect and enzyme alone for no effect
PriA SSB inh = inhibitors of Klebsiella pneumoniae PriA binding to SSB C-terminal tail; inhibition, % at 33 µM; 430,000 tested, 0.6% active; AlphaScreen SSBct-PriA binding, biotinylated peptide; in the data active means inhibition mostly above about 37%, no sharp cut-off; inactive means mostly below about 20%;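 further: plate controls were negative control peptide for no effect and reference peptide for full effect; strong numbers were not always called active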
* hit, by the source's call; ? = inconclusive; / = not tested or not shown. Unless noted, no stated cut-off is given here; in the data, active means inhibition above about 30%; inconclusive means no clear call, values can overlap the other calls; inactive means below that. Some of the compounds tested; rates above refer to the full screens.

SMILES	MazF activator	BoNT A protease	CCHFV vOTU inh	SARS 3CLpro inh	Rv3671c inh	Anthrax LF prot	VHR inh abs	PrPC TRFRET	BoNT-F LC inh	PriA SSB inh
COCCN1C(=O)c2ccccc2C(C(=O)NCCN(C)C)C1c1ccc(F)cc1 (centres undefined)	-1	-0.5	-1	2	1	-3	12	-5	-4	-1
Cc1ccc(Nc2n[nH]c(C)c2[N+](=O)[O-])cc1	-2	0.3	-9	2	1	-1	8	-17	-7	9
CC(C)(C)N(NC(=O)OCc1ccccc1)C(=O)c1ccccc1Cl	3	-1.9	6	3	-3	-4	-7	10	-10	-1
CC(C)Cn1c(SCC#N)nc2ccccc2c1=O	1	0.1	13	-1	0	1	25	2	-10	-10
CCNC(=O)NC(=O)C(C)OC(=O)Cc1coc2cc3c(cc12)CCC3 (centres undefined)	-7	-0.3	6	2	2	-2	18	-4	-1	-6
O=C(Nc1ccc(-c2nnc(-c3ccco3)o2)cc1)C(c1ccccc1)c1ccccc1	0	0.6	0	2	-5	-5	14	-9	7	1
CCN(CC)c1cc(Cl)nc(N)n1	14	-0.4	-5	4	-2	-4	3	-5	-3	-3
COc1cccc(-c2cnc3c(NC=O)cc(-c4cccc(C(=O)N(C)C)c4)cn23)c1	/	-0.2	7	/	/	-2	/	4	-3	/
Cc1cccc(C(=S)N2CCOCC2)n1	10	0.8	-8	/	2	-4	/	-3	-6	-10
Cc1ccc([N+](=O)[O-])cc1S(=O)(=O)Nc1ccc(C(=O)N2CCN(C(=O)c3ccco3)CC2)cc1	1	0.4	-3	/	-2	3	/	-3	2	-13
COC(=O)C1=C(c2cccc(C#N)c2)C[C@@H]2CC[C@H]1N2C(=O)NCCOc1ccccc1	3	0.0	5	/	1	-5	/	-6	2	5
CC1CN(C2CCCCC2)C(=S)NC1=O (centres undefined)	11	-0.3	10	/	/	0	/	-7	1	-9
Cn1c(NNC(=O)c2ccccc2F)cc(=O)n(C)c1=O	1	-0.6	7	0	-8	-4	2	3	0	-4
COc1ccc(S(=O)(=O)N2CCN(CC(=O)Nc3cccc(F)c3)CC2)cc1	2	-0.5	6	2	4	1	8	-2	-9	-6
CCc1ccc(NC(=O)C(=O)N/N=C(\C)CC(=O)NCCOC)cc1	9	1.0	-3	2	3	-4	42	-8	-5	/
CCCCc1nc2cc(C(=O)NCc3cn(C)nc3C)ccc2o1	6	2.2	18	2	0	1	-24	2	6	-7
Cc1onc(-c2c(F)cccc2Cl)c1C(=O)NCc1ccc(S(N)(=O)=O)cc1	6	0.4	7	/	-6	1	/	-11	-4	-5
CCc1ccc(OCC(=O)N2CCN(Cc3ccc4c(c3)OCO4)CC2)cc1	-4	0.7	0	1	4	-1	16	5	0	9
CCN(CC)C(=O)C1CCCN(c2ccc([N+](=O)[O-])cc2/C=N/NC(=O)c2ccccc2)C1 (centres undefined)	5	0.4	4	0	-5	0	2	-5	6	/
CC(=O)c1ccc(C(=O)N2CCc3c([nH]c4ccccc34)C2c2cccc(C)n2)s1 (centres undefined)	3	-0.8	0	0	0	0	26	5	-2	25

Reprinted at random: 5 entries already listed
SMILES	MazF activator	BoNT A protease	CCHFV vOTU inh	SARS 3CLpro inh	Rv3671c inh	Anthrax LF prot	VHR inh abs	PrPC TRFRET	BoNT-F LC inh	PriA SSB inh
Cn1c(NNC(=O)c2ccccc2F)cc(=O)n(C)c1=O	1	-0.6	7	0	-8	-4	2	3	0	-4
COc1ccc(S(=O)(=O)N2CCN(CC(=O)Nc3cccc(F)c3)CC2)cc1	2	-0.5	6	2	4	1	8	-2	-9	-6
CCN(CC)C(=O)C1CCCN(c2ccc([N+](=O)[O-])cc2/C=N/NC(=O)c2ccccc2)C1 (centres undefined)	5	0.4	4	0	-5	0	2	-5	6	/
CCc1ccc(NC(=O)C(=O)N/N=C(\C)CC(=O)NCCOC)cc1	9	1.0	-3	2	3	-4	42	-8	-5	/
CCCCc1nc2cc(C(=O)NCc3cn(C)nc3C)ccc2o1	6	2.2	18	2	0	1	-24	2	6	-7

(next part)
SMILES	MazF activator	BoNT A protease	CCHFV vOTU inh	SARS 3CLpro inh	Rv3671c inh	Anthrax LF prot	VHR inh abs	PrPC TRFRET	BoNT-F LC inh	PriA SSB inh
Cc1ccnc(NS(=O)(=O)c2ccccc2)c1	8	0.8	10	-6	-5	5	21	-3	?	-26
O=C(CC1CCCC1)NCCc1cn2ccccc2n1	2	0.8	-2	0	0	4	27	6	4	-2
Cc1ccc(NC(=O)C2CCN(C(=O)[C@@H]3Cc4ccccc4CN3)CC2)c(C)c1	6	-0.1	14	0	-9	0	11	-5	-4	3
NS(=O)(=O)c1cccnc1Nc1c(Cl)cccc1Cl	-5	-0.7	-9	3	1	-2	25	2	-21	-14
O=C(O)c1[nH]c2ccc(Br)cc2c1CCN1C(=O)c2cccc([N+](=O)[O-])c2C1=O	-19	-0.6	25	7	4	1	6	-1	3	3
COc1ccc(CC(=O)N2CCN(c3ccccc3F)CC2)cc1OC	-3	-2.2	-4	5	3	0	-7	16	7	2
Cc1ccc(NC(=O)Nc2cnccn2)c(C)c1	4	0.6	14	5	-14	-6	32	0	6	-15
CCCc1cc(=O)oc2cc(OCC(=O)N3CCOCC3)c(Cl)cc12	7	2.2	4	3	5	-12	-19	-3	-12	-23
Cc1ccc(S(=O)(=O)N/N=C\C=C\c2ccccc2)cc1	8	-0.5	5	5	-11	-3	17	-7	0	/
C#CCOCCOCCOCCNc1nc(N2CCN(C(=O)C([C@@H](C)CC)n3cc(C(N)Cc4ccc(O)cc4)nn3)CC2)nc(N2CCN(C(=O)[C@H](CCC(=O)O)n3cc(C(N)Cc4ccc(O)cc4)nn3)CC2)n1 (some centres undefined)	3	0.1	/	-2	5	-1	26	/	0	2
Cc1c(C2(O)CCCCC2)[nH]c2ccc(C(F)(F)F)cc12	4	-0.1	13	/	-1	4	/	15	-8	2
O=c1oc(-c2ccc([N+](=O)[O-])cc2)nc2ccc(O)cc12	0	1.4	-9	0	3	0	34	-28	1	-4
COc1cc(C(=O)Nc2nnc(SCC(=O)NCC3CCCO3)s2)cc(OC)c1OC (centres undefined)	0	7.9	5	-1	0	5	16	2	8	7
COc1ccc(NC(=O)CN2CCc3ccccc3C2)cc1	-3	-0.4	-10	/	/	1	/	-1	9	4
Cc1ccc(S(=O)(=O)N2CCC(C(=O)OCc3c(C)noc3C)CC2)cc1C	-1	/	-2	/	11	/	/	-4	/	-13
Cc1csc(NC(=O)C2CCCN(S(=O)(=O)c3ccc(Br)s3)C2)n1 (centres undefined)	-9	-0.1	1	10	-5	-2	18	-6	-7	7
Cc1cc(=O)n(CC=C(Cl)Cl)c2ccccc12	5	-1.1	-2	-2	2	-10	-3	8	9	-3
Cc1cc(NS(=O)(=O)c2ccc(NC(=O)C(CC(C)C)N3C(=O)c4ccccc4C3=O)cc2)nc(C)n1 (centres undefined)	-2	1.0	-4	-2	-8	-9	26	-1	-1	-11
CCN(CC)CC(=O)Nc1ccc(C)cc1Br	3	-0.2	6	-4	0	-11	-4	1	?	-9
CCC(C)(C)NC(=O)Nc1cc(Cl)ccc1OC	-2	0.1	10	3	-3	-1	8	7	2	0
CCOC(=O)C1=C(N)OC2=C(C(=O)CC(C)(C)C2)C1c1ccccc1OCC#N (centres undefined)	9	1.0	-7	-3	5	1	-8	1	2	5
COCCCNC(=O)C(=O)NC1CCCCCC1	3	-0.9	12	1	3	0	-4	-1	3	-5
O=C(CCN1C(=O)c2ccccc2C1=O)Nc1ccc(S(=O)(=O)NC2=NCCCCC2)cc1	8	0.1	-12	0	4	-7	12	7	-4	-10
Cn1c(=O)cc(N2CCCCC2)[nH]c1=O	4	0.2	-3	1	2	1	1	-4	-5	-9
Cc1ccccc1NC(=O)Nc1ccc(C(F)(F)F)cc1	8	0.2	13	6	-12	0	31	30*	5	-6
Cc1ccc(C2C(C#N)=C(N)N(c3cccnc3)C3=C2C(=O)CCC3)s1 (centres undefined)	-34	3.8	-17	-3	-10	-2	12	1	-6	13
COc1ccc(/C(C)=N/NC(=O)CNC(=O)C(c2ccccc2)c2ccccc2)c(OC)c1	6	0.3	7	2	3	2	0	-1	-4	/
COc1ccc(/C=N/Nc2nc(=O)[nH]nc2C)cc1[N+](=O)[O-]	0	-0.4	-1	5	-12	-1	13	0	-2	/
O=C(CSc1ncn[nH]1)Nc1ccccc1Sc1ccc(Cl)cc1	-2	0.2	-15	1	-3	3	29	7	5	11
Nc1nc(Nc2ccccc2Cl)cc(=O)[nH]1	6	0.1	-16	0	-1	9	15	-2	-6	-6
CCCOc1cccc(C2C(C(=O)c3ccco3)=C(O)C(=O)N2CCN(CC)CC)c1 (centres undefined)	-10	0.7	-3	2	-15	10	19	-5	-1	-3
COc1ccccc1NC(=O)CON=C(N)CC(=O)NC1CCCCC1	-30	0.5	7	/	13	0	/	-1	-5	2
COC(=O)c1ccc(NC(=O)C(=O)N2CCN(C(=S)NCCc3ccccc3)CC2)cc1	3	-0.2	-14	1	-15	0	7	3	-2	4
Cc1ccc(N=Nc2ccc(C)cc2NC(=O)Nc2ccccc2F)cc1	3	1.3	-2	-1	1	-2	40	0	0	-1
Cc1ccc(-n2nnc(-c3nccn3C)n2)cc1	8	-0.2	-5	2	-5	3	14	4	-7	-10
O=C(NCc1ccco1)C(c1ccccc1)N(C(=O)Cc1cccs1)c1ccccc1 (centres undefined)	-9	/	6	3	8	/	-5	-6	/	-1
CC(C)(C)c1ccc(NC(=O)C(=O)C2C(=O)Nc3ccccc32)cc1 (centres undefined)	0	-0.2	-17	0	4	4	5	3	-6	6
O=C(O)CC(CC(=O)N1CCOCC1)c1ccccc1 (centres undefined)	2	-1.5	-17	-2	0	3	-13	3	2	23
C=CC[N+]1(CC#CCOC(c2ccccc2)c2ccccc2)CCOCC1	19	-0.7	7	2	-5	-3	23	-2	-3	-6
O=C(COC(=O)CSc1ccc(Cl)cc1)Nc1ccc2[nH]c(=O)[nH]c2c1	8	0.8	-4	/	5	-7	/	0	1	-9
Nc1cc(=O)n(Cc2ccccc2)c(=O)n1-c1ccc(Cl)cc1	6	?	3	2	-10	0	21	9	?	-18
O=C(CCNC(=O)c1ccc(Cl)cc1)Nc1nc2ccccc2[nH]1	1	/	-2	/	3	/	/	-6	/	-5
CCOC(=O)C1CCN(C(=O)/C(=C/c2ccccc2)NC(=O)c2ccccc2)CC1	-19	-1.3	-3	0	4	-4	-18	0	-15	-18
COc1ccc(NC(=O)NC(C)c2ccncc2)cc1OC (centres undefined)	4	0.6	-16	-3	-5	-2	-24	-1	6	-35
CCc1ccc(OC2(C)CCN(Cc3ccc(SC)cc3)C2)cc1 (centres undefined)	/	-1.1	7	/	/	0	/	-4	-15	/
c1ccc(-n2c(Cc3cccnc3)nc3cnccc32)cc1	1	0.7	8	2	1	-5	/	4	-13	-8
Cc1cc(C(=O)CCC(=O)N2CCN(c3ccccc3O)CC2)c(C)s1	-1	1.2	-1	/	-4	3	/	4	-3	7
CN(Cc1ccccc1)C(=O)COC(=O)c1ccccc1Nc1ccccc1	8	-0.6	-13	-2	-5	-4	18	0	-3	-69
O=C(Nc1ccc2c(c1)CCC2)c1ccc(F)c(S(=O)(=O)N2CCOCC2)c1	-5	0.4	-15	-2	-12	-2	-4	1	-10	12
COc1ccc(-c2cnc3c(c2)C(=O)N([C@H](C)CO)C[C@@H](C)[C@@H](CN(C)C(=O)NC2CCCC2)O3)cc1	1	-0.1	13	/	/	-2	/	6	-2	/

Other results follow:
SMILES	MazF activator	BoNT A protease	CCHFV vOTU inh	SARS 3CLpro inh	Rv3671c inh	Anthrax LF prot	VHR inh abs	PrPC TRFRET	BoNT-F LC inh	PriA SSB inh
Cc1cc(NCCCn2ccnc2)n2nc(C)c(-c3ccccc3)c2n1	-1	-0.7	-1	1	4	-4	-2	-4	-6	-2
NC(=O)C1CCN(C2CC(=O)N(c3ccc(F)c(Cl)c3)C2=O)CC1 (centres undefined)	-2	/	4	1	2	/	17	-7	/	-22
Cn1c(SCC(=O)O)nnc1-c1ccc(NC(=O)c2ccc(Cl)c(Cl)c2)cc1	8	-0.6	-8	4	-1	-1	31	-8	4	-10
CC(=O)Oc1ccc2oc(=O)c3c(c2c1)CCCN3C(=O)CN1CCN(c2ncccn2)CC1	6	-0.8	5	3	-1	2	8	-14	8	-4

Bioassay records: PubChem BioAssay, several laboratories
